GAA850 FXN act: FXN promoter activators, primary screen, cell-based, luciferase luminescence, HEK293 lucGAA850; HEK293 lucGAA850 FXN promoter luciferase reporter, 24 h; percent of 10 µM SAHA response; activation, % at 6 µM; 360,000 compounds, 0.56% hits;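 active = activation above the average of all compounds screened plus 3 SD, cutoff fixed separately per campaign, cut at about 7.5% in these data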;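 note: 0% = DMSO wells and 100% = 10 µM SAHA wells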
NPR1 activator: GC-A stimulated cGMP production enhancers – HEK293 GC-A cells, cGMP TR-FRET, EC30 ANP, primary screen; AID 1671463, 2021; 370,000 compounds, 0.14% hits; activation, % at 10 µM; 0% at EC30 ANP, 100% saturating ANP; in the data active = activation above about 40%
SMARCA2 activ: SMARCA2 (BRM) function activators, primary screen, cell-based, luminescence, high throughput; MG213 cells, MMTV-luciferase reporter, dexamethasone, overnight; activation, % at 9.1 µM; 370,000 compounds, 1% hits; AID 652017, 2013; in the data active = activation above about 7.8%;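 note: 0% = vehicle wells and 100% = reference activator wells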
DAX1 inh-1: DAX1 (NR0B1) inhibitors, primary screen, cell-based, HEK293, Gal4-DAX1, luciferase luminescence | 340,000 compounds, 0.99% hits | inhibition, % at 6.75 µM | HEK293 Gal4-DAX1 luciferase reporter | Nuclear receptor subfamily 0 group B member 1 (Homo sapiens), P51843 | AID 504766, 2011;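 active = inhibition above the mean over all tested compounds plus 3 SD, cut at about 4.2% in these data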;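 note: 0% = DAX1-transfected cells with DMSO and 100% = empty-vector control cells with DMSO; inhibition shows as a rise in luminescence from relieved DAX1 repression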
Target sequence (P51843 207-470 limits assumed): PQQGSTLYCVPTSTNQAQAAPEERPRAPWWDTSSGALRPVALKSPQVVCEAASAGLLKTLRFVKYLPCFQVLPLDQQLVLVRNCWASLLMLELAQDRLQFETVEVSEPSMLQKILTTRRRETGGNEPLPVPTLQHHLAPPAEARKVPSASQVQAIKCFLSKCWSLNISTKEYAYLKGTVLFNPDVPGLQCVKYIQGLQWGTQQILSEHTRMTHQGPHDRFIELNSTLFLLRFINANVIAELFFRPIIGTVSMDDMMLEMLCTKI
ADAM17 inh: ADAM17 inhibitors, primary screen, biochemical, QFRET | 370,000 compounds, 0.83% hits | Disintegrin and metalloproteinase domain-containing protein 17 (Homo sapiens), P78536 | AID 720648, 2013 | recombinant ADAM17, EDANS/DABCYL FRET peptide cleavage | inhibition, % at 6.95 µM;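 active = inhibition above the mean of compounds lying between control limits plus 3 SD, set per campaign, cut at about 8.5% in these data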;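 note: 0% = DMSO-only wells as the low control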
hgDAF12 agonist: H. glycines DAF-12 receptor agonists, primary screen, cell-based, luminescence, HEK293, GAL4 fusion, UAS-luciferase; 370,000 compounds, 1.8% hits; HEK293 GAL4-hgDAF12 UAS-luciferase reporter, agonist luminescence; normalized to butyrate control; Nuclear hormone receptor DAF-12 (Heterodera glycines), GAL4 fusion; activation, % at 6.8 µM;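 active = activation above a cutoff set at the mean of all screened compounds plus 3 SD, cut at about 10% in these data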;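 note: 0% = DMSO wells and 100% = sodium butyrate wells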
DAX1 inh-2: DAX1 (NR0B1) inhibitors on StAR promoter, primary screen, cell-based, luminescence, SF-1 (NR5A1), full-length DAX-1. 370,000 compounds, 1.1% hits. inhibition, % at 6.8 µM. AID 652010, 2013. HEK293T StAR-luciferase reporter, SF-1/DAX-1 repression relief;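 active = inhibition above the mean over all tested compounds plus 3 SD, cut at about 3.6% in these data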;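 note: 0% = DAX-1 cells with DMSO and 100% = cells lacking DAX-1 with DMSO; higher inhibition means more luminescence from relief of DAX-1 repression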
ADAM10 inh: human ADAM10 inhibitors, primary screen, biochemical, QFRET, HTS; Disintegrin and metalloproteinase domain-containing protein 10 (Homo sapiens), O14672; recombinant ADAM10, EDANS/DABCYL FRET peptide cleavage, 3 h; inhibition, % at 7 µM; 370,000 compounds, 0.62% hits;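 active = inhibition above a per-campaign cutoff equal to the mean of compounds falling between control-based bounds plus 3 SD, cut at about 20% in these data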;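 note: 0% = DMSO wells while the 100% control is not disclosed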
Target sequence (O14672 214-748 limits assumed): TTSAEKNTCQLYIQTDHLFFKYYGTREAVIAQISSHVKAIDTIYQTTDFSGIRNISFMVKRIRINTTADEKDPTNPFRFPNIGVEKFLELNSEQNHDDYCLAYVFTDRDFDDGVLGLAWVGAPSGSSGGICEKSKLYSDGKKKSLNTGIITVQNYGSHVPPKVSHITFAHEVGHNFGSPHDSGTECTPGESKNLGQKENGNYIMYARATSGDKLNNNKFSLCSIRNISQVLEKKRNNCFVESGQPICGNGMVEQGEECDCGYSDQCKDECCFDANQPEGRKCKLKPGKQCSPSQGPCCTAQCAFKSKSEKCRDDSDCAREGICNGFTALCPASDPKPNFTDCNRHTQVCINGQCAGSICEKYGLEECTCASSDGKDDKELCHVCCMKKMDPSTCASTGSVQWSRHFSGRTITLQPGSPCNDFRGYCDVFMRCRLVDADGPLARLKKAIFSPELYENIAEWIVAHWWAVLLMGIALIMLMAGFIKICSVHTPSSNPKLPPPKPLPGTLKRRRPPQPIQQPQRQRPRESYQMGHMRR
hcDAF12 agonist: H. contortus DAF-12 nuclear receptor activators, primary screen, cell-based, luminescence, HEK293, lit1-tk-luc reporter | HEK293 hcDAF-12 lit1-tk-luc reporter; 0% DMSO, 100% Δ7-dafachronic acid | activation, % at 6.8 µM | 370,000 compounds, 1.4% hits | AID 652067, 2013;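 active = activation above the mean of all tested compounds plus 3 SD, cut at about 5.5% in these data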;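 note: 100% = response to 3 µM Δ7-dafachronic acid high control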
PG9 binder: binders of HIV-1 gp120 antibody PG9, primary screen, biochemical, TR-FRET | 360,000 compounds, 0.43% hits | TR-FRET gp120-PG9 antibody binding | HIV-1 gp120 / PG9 antibody interaction | inhibition, % at 6.7 µM; in the data active = inhibition above about 8.5%
ssDAF-12 act: S. stercoralis DAF-12 nuclear receptor activators, primary screen, cell-based, luminescence, HEK293, GRIP1 co-expression, lit1-tk-luc; Nuclear hormone receptor DAF-12 (Strongyloides stercoralis); HEK293 ssDAF-12/GRIP1 lit1-tk-luc reporter; % of 3 µM dafachronic acid response; activation, % at 6.8 µM; 370,000 compounds, 1% hits; AID 652126, 2013;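 active = activation above the mean over all tested compounds plus 3 SD, cut at about 0.9% in these data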;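 note: 0% = DMSO-only wells and 100% = 3 µM delta7-dafachronic acid wells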
Starred values were filed as active, the others as inactive; i = inactive; . = no result given; & = joins results of further samples. Rows were taken by chance. Share with any hit: about 6.8%.

The opening two compounds as a preview:
SMILES	GAA850 FXN act	NPR1 activator	SMARCA2 activ	DAX1 inh-1	ADAM17 inh	hgDAF12 agonist	DAX1 inh-2	ADAM10 inh	hcDAF12 agonist	PG9 binder	ssDAF-12 act
Cc1c(Cl)cnc(NC(=O)COC(=O)C2CCCC2)c1Cl	0.2	-1.3	-0.3	0.7	-7.6	-3.9	0.1	-11.6	1.0	0.7	-0.5
COc1ccc(S(=O)(=O)NC(=O)C2(C)CCN2C(=O)CC2CC2)cc1 (centres undefined)	-3.8	1.8	-4.0	.	-5.0	1.6	0.6	-0.6	1.4	0.9	-1.3

The whole of this part, previewed entries included:
SMILES	GAA850 FXN act	NPR1 activator	SMARCA2 activ	DAX1 inh-1	ADAM17 inh	hgDAF12 agonist	DAX1 inh-2	ADAM10 inh	hcDAF12 agonist	PG9 binder	ssDAF-12 act
Cc1c(Cl)cnc(NC(=O)COC(=O)C2CCCC2)c1Cl	0.2	-1.3	-0.3	0.7	-7.6	-3.9	0.1	-11.6	1.0	0.7	-0.5
COc1ccc(S(=O)(=O)NC(=O)C2(C)CCN2C(=O)CC2CC2)cc1 (centres undefined)	-3.8	1.8	-4.0	.	-5.0	1.6	0.6	-0.6	1.4	0.9	-1.3
O=S(=O)(Nc1ccc(Cl)cn1)c1ccc(Cl)cc1	-0.6	0.8	-2.6	1.4	-10.8	0.8	-0.3	-11.6	-0.7	-0.6	-1.8
CC1N/C(=C\C(=O)c2ccccc2)N(O)C1(C)C (centres undefined)	4.0	2.0	5.0	1.4	0.8	3.4	0.9	-0.3	0.0	-0.8	-0.7
COc1ccccc1COc1ccc2c(C)c(CCC(=O)O)c(=O)oc2c1C	-0.4	4.4	-2.6	2.2	-16.6	1.1	0.2	-34.0	-1.0	-1.5	-0.9
O=C(C1=C[C@H](c2ccc(Br)cc2)C[C@H](OCCCCO)O1)N1CCN(Cc2ccccc2)CC1	0.1	-1.3	-0.6	-0.5	-3.8	3.2	-0.4	-12.4	-1.6	-0.1	-1.2
CCc1cccc(C)c1NC(=O)COC(=O)C(NS(=O)(=O)c1ccc(Cl)cc1)C(C)O (centres undefined)	0.0	3.4	1.1	-1.1	0.8	-0.3	-0.7	1.3	-0.8	-1.0	-1.9
CN1CCN(C(=O)c2ccc3c(=O)n4c(nc3c2)CCCCC4)CC1	-0.7	2.2	-0.6	0.6	-3.6	1.4	-0.9	0.8	-1.0	0.8	-0.5
CCC(C)NC(=O)c1cn(-c2cccc(C)n2)cn1 (centres undefined)	2.2	-1.4	1.1	-0.2	-1.2	2.8	0.7	-10.3	-1.5	-1.1	-0.7
COc1ccc(-n2nc(C(=O)NCC(=O)N3CCC(C)CC3)c3ccccc3c2=O)c(OC)c1	2.7	-2.6	3.3	1.6	0.8	6.9	0.7	8.6	3.8	-1.0	-0.5
c1ccc(CC2CCN(c3nnnn3-c3ccccc3)CC2)cc1	-0.4	-2.4	-1.8	-1.0	1.8	-2.9	-1.9	6.4	-1.1	1.0	-1.5
Cc1ccc(-c2cccc(CN3CCN(C4CCN(C(C)C)CC4)C(CCO)C3)c2)o1 (centres undefined)	1.2	4.6	5.7	1.2	-2.5	1.7	1.6	-1.7	-1.1	1.4	-1.2
CCOC(=O)c1c(NC(=S)NC(=O)c2ccc(Cn3cc(Cl)cn3)o2)sc2c1CCCCC2	-2.2	-4.6	3.4	0.3	-0.7	-1.4	-0.4	5.0	-2.2	-1.7	-0.4
O=C(Nc1nnc(CCN2CCOCC2)s1)C1CCCCC1	1.5	-1.0	0.3	0.3	-5.3	0.2	-0.2	-4.9	2.4	0.3	-1.0
CCC(=O)n1nc(NCc2ccccc2OC)nc1NCc1ccccc1OC	0.9	-2.5	1.3	-0.7	4.2	-1.3	-0.6	9.3	-2.0	-1.1	-0.9
CCc1ccc(NC(=S)N2CCC(NC(=O)C3CCCCC3)CC2)cc1	-0.6	3.5	-3.7	0.1	-0.7	-0.4	0.4	14.9	0.8	-3.0	-1.0
COc1ccc(NC(=O)c2cc(-c3ccccn3)nc3c(C)cc(C)cc23)c(C)c1	-2.1	-1.2	-1.9	0.2	-6.7	-0.8	-0.6	-5.9	0.8	0.4	-0.6
COc1ccc2nc(NC(=O)CCN3C(=O)c4ccccc4C3=O)sc2c1	-0.6	11.7	-2.8	0.6	-4.7	0.4	-0.9	-2.0	0.8	1.2	-1.7
O=C1OCC/C1=C\NCCCN/C=C1\CCOC1=O	-1.2	2.3	-4.0	0.3	4.3	0.2	0.1	-16.0	0.0	-1.3	-0.3
NC(=O)c1[nH]cnc1N=NN(CCO)Cc1ccccc1	-0.1	4.4	1.4	0.0	-2.6	0.1	-0.8	-10.1	0.5	-2.6	-1.3
O=C(NN1C(=O)c2ccccc2NC1c1ccoc1)c1ccc([N+](=O)[O-])cc1 (centres undefined)	1.1	2.4	-1.4	1.4	2.2	-0.9	0.6	-3.8	0.3	-1.4	-1.4
CC(C)(C)C(=O)Nc1ccc(-c2nc3ccccc3c(=O)o2)cc1	2.8	-1.4	2.8	-0.6	-4.6	3.6	0.7	-6.6	-1.5	3.2	-0.7
S=C(NCc1ccccn1)Nc1ccccc1Cl	4.4	1.8	7.0	0.7	-0.5	2.3	1.3	4.3	5.6*	-4.1	-0.6
Cc1cc(Nc2ccccc2)nn1C(=O)c1ccc([N+](=O)[O-])cc1	3.6	0.5	2.3	0.2	-4.0	0.3	-0.3	9.3	-1.8	-0.9	-1.0
Cc1cnc(C(=O)N2CCN(S(=O)(=O)c3cccc(Br)c3)CC2)cn1	-1.4	-0.3	1.2	1.8	-1.6	2.4	-0.5	6.1	-2.1	0.8	-0.8
Later entries.
SMILES	GAA850 FXN act	NPR1 activator	SMARCA2 activ	DAX1 inh-1	ADAM17 inh	hgDAF12 agonist	DAX1 inh-2	ADAM10 inh	hcDAF12 agonist	PG9 binder	ssDAF-12 act
CCOc1ccccc1NC1=NCC(=O)N1Cc1ccc(F)cc1	-0.8	1.6	-3.2	-0.5	3.9	-0.9	-0.3	9.1	0.9	2.2	-1.8
O=C(Nc1ccc(C(F)(F)F)cc1)c1csc(-c2ccncc2)n1	2.9	-5.7	-6.7	-0.7	8.3	0.0	-0.7	17.6	0.8	-2.2	-1.1
COc1ccc(S(=O)(=O)NCCc2cn3nc(C)c(C)nc3n2)cc1C	0.7	-1.2	-0.5	0.8	-414.9	0.8	-0.3	i	-0.7	0.7	-0.3
CCc1cc(-c2n[nH]c(=S)n2-c2cccc(C)c2)cs1	3.2	2.4	0.1	0.5	0.2	-0.2	-0.4	5.9	-1.0	1.0	-1.1
CCN(CC)CCNC(=O)c1ccc(Cl)c(S(=O)(=O)Nc2ccc(Cl)cc2)c1	0.4&-0.7	2.4&-8.9	-3.8&-0.6	-0.5&0.3	-0.1&-1.1	-4.8&-1.6	-0.4&0.0	-4.4&0.5	0.4&-2.2	0.3&-1.5	-0.6&-1.1
CCN(CC)C(=O)C1CCN(S(=O)(=O)c2cccc3nonc23)CC1	-1.1	-1.6	-0.8	1.1	1.0	0.1	1.0	2.6	-0.5	1.3	-1.4
O=C(CN1CCN(c2ccc(F)cc2)CC1)Nc1ccc2c(c1)OCCO2	-1.6	7.2	-3.0	-0.2	-6.8	-1.9	-0.1	-11.2	-0.9	0.6	-0.5
O=C1CC(=O)C(n2cncn2)C(c2cccc(Cl)c2)C1 (centres undefined)	-0.1	3.6	1.5	0.3	-3.5	1.3	0.0	-2.5	-0.2	0.6	-0.9
O=C(NC(=S)N1CCN(C/C=C/c2ccccc2)CC1)c1ccc(F)cc1	-0.2	2.0	-2.2	0.9	0.8	0.8	-0.7	4.5	-2.2	-0.6	-1.8
COc1ccc(C2CC(c3ccccc3)=NN2c2ccc(S(N)(=O)=O)cc2)cc1 (centres undefined)	-0.1	8.9	-5.1	0.0	i	-4.5	-0.9	i	-0.6	1.9	-0.3
COc1ccc2c(c1)CCc1c(C(=O)NCC(C)C)noc1-2	5.2	-0.3	-1.0	5.6*	-5.7	13.2*	2.5	-14.3	4.4	0.8	-0.3
CNC(=S)NNC(=O)c1sc2cc(C(F)(F)F)cnc2c1-c1cccnc1	1.0	5.6	0.2	-0.4	-140.0	-4.6	-0.6	-417.2	-0.7	-5.0	-1.4
COc1cc2c(cc1OC)CN(CC(=O)Nc1ccccc1C(=O)NC1CC1)CC2	-1.3	-4.2	-3.9	0.0	-1.9	1.4	-0.5	-35.4	-1.2	-1.6	-1.4
O=C(Nc1ccc(NC(=O)c2ccc3c(c2)OCCO3)cc1)c1ccccc1	-13.2	0.7	-2.7	0.4	-3.6	-0.4	-0.3	-4.7	-1.2	0.0	-1.2
CN1C(=O)N(CN2CCCCC2)C2C1N(C)C(=O)N2CN1CCCCC1 (centres undefined)	1.2	4.2	-3.2	0.3	-9.8	1.0	-0.3	-7.2	-0.3	2.2	-1.6
CC1(c2ccccc2Cl)NC(=O)N(CC(=O)Nc2ccc3c(c2)OCO3)C1=O (centres undefined)	0.3	-0.5	0.9	-0.8	1.0	0.0	-0.2	-0.6	-0.8	-0.7	-1.4
Cc1ccc(NC(=O)CN2C(=O)CC(C)S(=O)(=O)c3ccccc32)cc1 (centres undefined)	0.2	-1.9	-3.5	0.2	5.2	0.7	-0.3	-7.4	0.6	1.8	-1.0
CCCCC(=O)NS(=O)(=O)c1ccc(N=NN2CCCCC2)cc1	1.1	-2.1	-4.4	0.9	8.4	-3.2	0.1	0.5	0.8	-0.2	-0.5
COc1ccc(Cl)cc1C(=O)N1CCN(Cc2ccc3c(c2)OCO3)CC1	0.3	-3.1	-2.4	3.1	-1.7	1.0	0.1	-2.2	-1.4	-0.5	-1.1
O=C(O)c1ccc(Oc2ccc(S(=O)(=O)c3ccc(C(=O)O)c(C(=O)O)c3)cc2)cc1	2.2	2.5	-1.3	0.0	-5.0	-2.9	0.5	-5.5	-1.1	-0.5	-1.4
Cc1ccc(NC(=O)CN2C(=O)S/C(=C\c3cccn3C)C2=O)cc1	-3.5	-0.7	-1.0	0.2	-0.8	0.0	-0.1	1.9	1.2	-0.5	-1.7
COc1ccc(NS(=O)(=O)c2ccc(NS(=O)(=O)c3ccc(SC)cc3)cc2)c(OC)c1	0.4	2.2	2.4	1.0	1.0	-2.9	-0.2	13.2	-1.7	-1.5	-1.4
